# NSD2 inh – inhibitors of human NSD2 methyltransferase. O96028. NSD2-SET H3K36me1 DELFIA fluorescence, biochemical. inhibition, % at 12.5 µM. 0.07% of 44,000 active. AID 624260; in the data active means inhibition above about 54%, passing the limit was not always enough;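 further: inhibitors reduce the monomethyl H3K36 fluorescence signal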
# Target sequence (O96028 whole entry, looked up): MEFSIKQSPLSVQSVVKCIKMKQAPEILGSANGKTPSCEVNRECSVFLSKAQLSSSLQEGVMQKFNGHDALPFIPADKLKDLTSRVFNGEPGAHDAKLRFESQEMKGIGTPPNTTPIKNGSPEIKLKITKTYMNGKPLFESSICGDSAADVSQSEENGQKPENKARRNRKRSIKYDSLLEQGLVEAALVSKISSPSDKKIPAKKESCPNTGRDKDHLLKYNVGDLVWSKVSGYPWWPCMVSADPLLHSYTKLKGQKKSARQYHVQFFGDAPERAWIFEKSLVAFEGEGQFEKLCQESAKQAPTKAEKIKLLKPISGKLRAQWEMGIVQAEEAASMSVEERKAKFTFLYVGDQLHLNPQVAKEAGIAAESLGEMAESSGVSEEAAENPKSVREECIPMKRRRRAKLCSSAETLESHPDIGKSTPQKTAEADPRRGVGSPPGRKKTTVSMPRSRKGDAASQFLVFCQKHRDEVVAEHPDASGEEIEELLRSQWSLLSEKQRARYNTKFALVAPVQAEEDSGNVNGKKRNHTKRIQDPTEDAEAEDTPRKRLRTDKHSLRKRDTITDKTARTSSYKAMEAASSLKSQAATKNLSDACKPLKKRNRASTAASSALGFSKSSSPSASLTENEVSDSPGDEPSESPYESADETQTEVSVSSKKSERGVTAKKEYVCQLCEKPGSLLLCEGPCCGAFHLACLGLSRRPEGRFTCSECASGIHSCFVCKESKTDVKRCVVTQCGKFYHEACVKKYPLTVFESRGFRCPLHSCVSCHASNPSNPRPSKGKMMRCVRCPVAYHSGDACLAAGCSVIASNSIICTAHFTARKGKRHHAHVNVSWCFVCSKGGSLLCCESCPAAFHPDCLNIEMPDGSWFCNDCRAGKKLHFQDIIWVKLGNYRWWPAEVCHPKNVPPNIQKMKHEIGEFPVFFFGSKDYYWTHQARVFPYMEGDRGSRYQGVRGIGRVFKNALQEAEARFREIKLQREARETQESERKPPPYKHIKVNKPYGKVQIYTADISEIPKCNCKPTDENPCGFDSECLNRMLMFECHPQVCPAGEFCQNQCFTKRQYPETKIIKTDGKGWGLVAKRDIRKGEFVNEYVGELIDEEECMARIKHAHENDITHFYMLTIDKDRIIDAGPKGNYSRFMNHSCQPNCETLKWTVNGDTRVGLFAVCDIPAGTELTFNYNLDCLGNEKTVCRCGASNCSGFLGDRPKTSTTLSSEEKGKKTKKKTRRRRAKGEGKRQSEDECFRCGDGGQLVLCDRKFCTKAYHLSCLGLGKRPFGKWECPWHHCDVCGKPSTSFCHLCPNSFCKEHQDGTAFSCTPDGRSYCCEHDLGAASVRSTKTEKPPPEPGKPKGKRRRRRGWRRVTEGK
# Numbers without * were called inactive. Not all compounds are listed (hit frequency here may not be typical).
SMILES,NSD2 inh
CC(C)CC#Cc1ccc2c(c1)O[C@@H](CN(C)C(=O)CC1CC1)[C@H](C)CN([C@H](C)CO)S2(=O)=O,-5
CCC(=O)N(C)C[C@H]1Oc2cc(C#Cc3ccccn3)ccc2S(=O)(=O)N([C@@H](C)CO)C[C@H]1C,-5
C#Cc1ccc([C@H]2C=C(C(=O)N3CCN(Cc4ccc5c(c4)OCO5)CC3)O[C@@H](OCC)[C@@H]2CCCO)cc1,-3
Cc1ccccc1-c1ccc2c(c1)O[C@@H](CN(C)C(=O)Nc1ccccc1)[C@H](C)CN([C@@H](C)CO)S2(=O)=O,-112
C[C@H](CO)N1C[C@H](C)[C@@H](CN(C)Cc2ccc(C(=O)O)cc2)Oc2c(NS(=O)(=O)c3cccs3)cccc2C1=O,2
CC(C)NC(=O)N(C)C[C@@H]1Oc2cc(-c3ccncc3)ccc2S(=O)(=O)N([C@H](C)CO)C[C@H]1C,14
COc1cccc(-c2cnc3c(c2)C(=O)N([C@@H](C)CO)C[C@@H](C)[C@H](CN(C)C(C)=O)O3)c1,2
C[C@@H](O)C#Cc1cnc2c(c1)C(=O)N([C@@H](C)CO)C[C@H](C)[C@H](CN(C)Cc1cncnc1)O2,1
O=C(C[C@H]1C[C@H]2c3cc(NC(=O)Cc4ccncc4)ccc3O[C@H]2[C@H](CO)O1)NCCc1ccccc1,-1
O=C(Nc1ccc2c(c1)[C@@H]1C[C@H](CC(=O)N3CCOCC3)O[C@H](CO)[C@@H]1O2)C1CCC1,-3
C[C@@H]1CCCCO[C@H](CN(C)S(=O)(=O)c2ccccc2)[C@@H](C)CN([C@H](C)CO)C(=O)c2cc(NS(C)(=O)=O)ccc2O1,-66
COc1ccc(S(=O)(=O)N(C)C[C@@H]2Oc3c(NC(=O)C4CC4)cccc3C(=O)N([C@H](C)CO)C[C@@H]2C)cc1,-2
C[C@@H]1CCCCO[C@H](CN(C)C)[C@@H](C)CN([C@@H](C)CO)C(=O)c2cc(NC(=O)c3ccccc3)ccc2O1,-3
Cc1ccc(S(=O)(=O)Nc2cccc3c2O[C@@H](CN(C)C(=O)Nc2c(C)noc2C)[C@@H](C)CN([C@H](C)CO)C3=O)cc1,6
C[C@@H]1CN([C@H](C)CO)C(=O)c2cc(N(C)C)ccc2O[C@H]1CN(C)S(=O)(=O)c1ccccc1,3
C[C@@H]1CN([C@@H](C)CO)C(=O)Cc2cc(NS(=O)(=O)c3ccc(F)cc3)ccc2O[C@H]1CN(C)S(C)(=O)=O,5
O=C(NCc1ccccc1)[C@]1(Cc2ccccc2)N=C(c2ccc(OCCCO)cc2)O[C@@H]1c1ccccc1,4
C[C@@H]1CN([C@H](C)CO)C(=O)c2cc(NS(=O)(=O)c3cn(C)cn3)ccc2O[C@H]1CN(C)C,1
COc1ccc(CN(C)C[C@H]2OCCCC[C@@H](C)Oc3ccc(NC(=O)CCC(F)(F)F)cc3C(=O)N([C@H](C)CO)C[C@@H]2C)cc1,3
C[C@@H]1CN([C@H](C)CO)C(=O)c2cccc(NC(=O)Nc3ccc4c(c3)OCO4)c2O[C@H]1CN(C)Cc1ccc(C(=O)Nc2ccccc2N)cc1,0

# Grouped by structure, those above with fluorine.
SMILES,NSD2 inh
C[C@@H]1CN([C@@H](C)CO)C(=O)Cc2cc(NS(=O)(=O)c3ccc(F)cc3)ccc2O[C@H]1CN(C)S(C)(=O)=O,5
COc1ccc(CN(C)C[C@H]2OCCCC[C@@H](C)Oc3ccc(NC(=O)CCC(F)(F)F)cc3C(=O)N([C@H](C)CO)C[C@@H]2C)cc1,3

# (cont.)
SMILES,NSD2 inh
CC(O)(CNCc1ccc(Cl)cc1)CSc1ccccc1Cl (stereo unspecified),2
C[C@@H]1CN([C@H](C)CO)C(=O)c2c(c3ccccc3n2C)-c2ccccc2CO[C@H]1CN(C)C(=O)[C@@H](Cc1ccccc1)N(C)C,-17
C[C@@H]1CN([C@@H](C)CO)C(=O)c2cc(C#CCN(C)C)cnc2O[C@H]1CN(C)C(=O)Cc1ccncc1,-2
CC(C)=CCc1c(O)cc2occ(-c3ccc4c(c3)OCO4)c(=O)c2c1O,-1
C#CCNC(=O)C1=C[C@H](c2ccc(C#C)cc2)[C@@H](CCCO)[C@H](OCC)O1,-5
CCCNC(=O)C[C@H]1C[C@H]2c3cc(NC(=O)Nc4ccccc4)ccc3O[C@H]2[C@H](CO)O1,0
C[C@@H]1CCCCO[C@H](CN(C)C(=O)C2CCCCC2)[C@@H](C)CN([C@H](C)CO)C(=O)c2cc(NC(=O)Nc3ccc(C(F)(F)F)cc3)ccc2O1,3
COc1cccc(C#Cc2ccc3c(c2)O[C@H](CN(C)C(C)=O)[C@@H](C)CN([C@@H](C)CO)S3(=O)=O)c1,-6
Cc1noc(C)c1S(=O)(=O)N(C)C[C@@H]1OCCCC[C@H](C)Oc2ccc(N(C)C)cc2C(=O)N([C@H](C)CO)C[C@H]1C,-12
CCC(=O)N(C)C[C@@H]1Oc2cc(-c3cccc(F)c3)ccc2S(=O)(=O)N([C@H](C)CO)C[C@H]1C,-4
C[C@H](CO)N1C[C@H](C)[C@@H](CN(C)S(=O)(=O)c2ccc(Cl)cc2)Oc2ccc(NC(=O)C3CC3)cc2CC1=O,-1
C[C@H]1CN([C@@H](C)CO)C(=O)c2cc(NC(=O)c3ccncc3)ccc2O[C@@H]1CN(C)S(C)(=O)=O,3
CN(C)C(=O)C[C@@H]1C=C[C@@H](NC(=O)c2ccc(F)cc2)[C@@H](CO)O1,0
C[C@@H]1CN([C@H](C)CO)S(=O)(=O)c2ccc(-c3cccc(C(=O)N(C)C)c3)cc2O[C@@H]1CN(C)C(=O)Nc1ccccc1,1
Cc1noc(C)c1NC(=O)Nc1ccc2c(c1)C(=O)N([C@@H](C)CO)C[C@@H](C)[C@@H](CN(C)S(=O)(=O)c1cn(C)cn1)OCCCC[C@H](C)O2,-1
C[C@H](CO)N1C[C@H](C)[C@@H](CN(C)C)Oc2cc(C#Cc3ccccc3)ccc2S1(=O)=O,-6
C[C@@H]1CN([C@H](C)CO)S(=O)(=O)c2ccc(C#C[C@@H](C)O)cc2O[C@H]1CN(C)C(=O)CC1CC1,-3
O=C1O[C@H](c2ccccc2)[C@H](c2ccccc2)N2[C@H]1[C@@H](C(=O)O)[C@]1(C(=O)Nc3ccc(C#CC4(O)CCCCCC4)cc31)[C@H]2c1ccccc1OCCO,-7
CN(C)CC#Cc1cncc(C(=O)NN)c1,0
C/C=C/c1ccc2c(c1)O[C@@H](CN(C)S(=O)(=O)c1ccc(C)cc1)[C@@H](C)CN([C@H](C)CO)S2(=O)=O,-5

# Of the compounds above, these have a halogen:
SMILES,NSD2 inh
C[C@@H]1CN([C@@H](C)CO)C(=O)Cc2cc(NS(=O)(=O)c3ccc(F)cc3)ccc2O[C@H]1CN(C)S(C)(=O)=O,5
COc1ccc(CN(C)C[C@H]2OCCCC[C@@H](C)Oc3ccc(NC(=O)CCC(F)(F)F)cc3C(=O)N([C@H](C)CO)C[C@@H]2C)cc1,3
CC(O)(CNCc1ccc(Cl)cc1)CSc1ccccc1Cl (stereo unspecified),2
C[C@@H]1CCCCO[C@H](CN(C)C(=O)C2CCCCC2)[C@@H](C)CN([C@H](C)CO)C(=O)c2cc(NC(=O)Nc3ccc(C(F)(F)F)cc3)ccc2O1,3
CCC(=O)N(C)C[C@@H]1Oc2cc(-c3cccc(F)c3)ccc2S(=O)(=O)N([C@H](C)CO)C[C@H]1C,-4
C[C@H](CO)N1C[C@H](C)[C@@H](CN(C)S(=O)(=O)c2ccc(Cl)cc2)Oc2ccc(NC(=O)C3CC3)cc2CC1=O,-1
CN(C)C(=O)C[C@@H]1C=C[C@@H](NC(=O)c2ccc(F)cc2)[C@@H](CO)O1,0

# Next part:
SMILES,NSD2 inh
CCC(Sc1nncn1C)C(=O)Nc1ccc([N+](=O)[O-])cc1 (stereo unspecified),-3
C[C@@H]1CN([C@@H](C)CO)S(=O)(=O)c2ccc(C#Cc3cccnc3)cc2O[C@H]1CN(C)CC1CCCC1,0
C[C@@H]1CN([C@@H](C)CO)C(=O)Cc2cc(NS(=O)(=O)c3ccccc3)ccc2O[C@H]1CN(C)Cc1ccc(C(F)(F)F)cc1,-2
C[C@H]1CN([C@@H](C)CO)C(=O)c2cc(C#CC(C)(C)O)cnc2O[C@@H]1CN(C)C(=O)CC1CC1,45
O=C(C[C@@H]1C[C@@H]2c3cc(NC(=O)NC4CCCC4)ccc3O[C@@H]2[C@@H](CO)O1)NCc1ccc2c(c1)OCO2,-2
COc1ccc(-c2cnc3c(c2)C(=O)N([C@H](C)CO)C[C@H](C)[C@@H](CN(C)Cc2ccccn2)O3)cc1,-5
C[C@@H]1CN([C@@H](C)CO)S(=O)(=O)c2ccc(-c3cccnc3)cc2O[C@@H]1CN(C)C(=O)c1ccc2c(c1)OCO2,2
C[C@@H]1O[C@@H](Oc2cc(O)c3c(=O)c(-c4ccc(O)cc4)coc3c2)[C@H](O)[C@H](O)[C@H]1O,1
Cc1ncc(CO)c(/C=N/NC(=O)CCCCCCC(=O)Nc2ccccc2O)c1O,12
C[C@@H]1CN([C@H](C)CO)C(=O)c2cc(NC(=O)C3CCCCC3)ccc2O[C@H]1CN(C)Cc1ccc2c(c1)OCO2,3
C[C@@H]1CCCCO[C@H](CN(C)Cc2ccccc2)[C@@H](C)CN([C@@H](C)CO)C(=O)c2cc(NC(=O)c3ccncc3)ccc2O1,11
C[C@H](CO)N1C[C@H](C)[C@@H](CN(C)C(=O)Nc2ccc(F)cc2)OCCCC[C@H](C)Oc2ccc(NC(=O)Nc3ccc(C(F)(F)F)cc3)cc2C1=O,-9
C[C@@H]1CN([C@H](C)CO)C(=O)Cc2cc(NC(=O)Nc3ccc(C(F)(F)F)cc3)ccc2O[C@H]1CN(C)C(=O)NC1CCCCC1,-5
C[C@@H]1CN([C@H](C)CO)C(=O)c2cc(N(C)C)ccc2O[C@@H](C)CCCCO[C@H]1CN(C)Cc1ccncc1,-5
CC(C)NC(=O)Nc1ccc2c(c1)CC(=O)N([C@@H](C)CO)C[C@H](C)[C@@H](CN(C)C(=O)NC(C)C)O2,-1
COc1ccc(S(=O)(=O)Nc2ccc3c(c2)C(=O)N([C@H](C)CO)C[C@H](C)[C@H](CN(C)S(=O)(=O)c2ccc(F)cc2)O3)cc1,1
COc1ccc(CN(C)C[C@@H]2OCCCC[C@@H](C)Oc3ccc(NC(=O)NC4CCCCC4)cc3C(=O)N([C@H](C)CO)C[C@@H]2C)cc1,-2
C=CC[C@]12C[C@@H](OC)C(=O)C(OC)=C1O[C@@H](c1cc(OC)c3c(c1)OCO3)[C@@H]2C,-4
C[C@H](CO)N1C[C@H](C)[C@@H](CN(C)S(C)(=O)=O)Oc2c(NC(=O)c3ccncc3)cccc2C1=O,13
Cc1noc(C)c1NC(=O)Nc1cccc2c1O[C@H](CN(C)CC1CCCCC1)[C@@H](C)CN([C@H](C)CO)C2=O,-4
CNC[C@H]1Oc2c(NC(=O)c3cc(C)nn3C)cccc2C(=O)N([C@@H](C)CO)C[C@H]1C,2
COc1ccc(S(=O)(=O)N(C)C[C@@H]2Oc3ccc(NS(=O)(=O)c4cccs4)cc3CC(=O)N([C@H](C)CO)C[C@H]2C)cc1,-4
C[C@H]1CN([C@@H](C)CO)C(=O)c2cc(/C=C/c3ccccc3)cnc2O[C@H]1CN(C)C(=O)c1ccc(F)cc1,-5
CC(C)NC(=O)Nc1ccc2c(c1)C(=O)N([C@H](C)CO)C[C@H](C)[C@H](CN(C)Cc1ccc(C(=O)O)cc1)OCCCC[C@H](C)O2,-1
COc1ccc(C#Cc2cnc3c(c2)C(=O)N([C@@H](C)CO)C[C@H](C)[C@@H](CN(C)CC2CCCC2)O3)cc1,8
CNC[C@H]1Oc2ncc(-c3ccc(OC)cc3)cc2C(=O)N([C@H](C)CO)C[C@@H]1C,-17
Cc1ccc(S(=O)(=O)N(C)C[C@@H]2OCCCC[C@H](C)Oc3ccc(N(C)C)cc3C(=O)N([C@H](C)CO)C[C@@H]2C)cc1,-2
COc1ccc(S(=O)(=O)Nc2ccc3c(c2)CC(=O)N([C@@H](C)CO)C[C@@H](C)[C@@H](CN(C)C)O3)cc1,6
C[C@@H]1CN([C@H](C)CO)C(=O)c2cc(NC(=O)c3ccccc3)ccc2O[C@@H](C)CCCCO[C@@H]1CN(C)S(=O)(=O)c1cn(C)cn1,0
C[C@H](CO)N1C[C@H](C)[C@H](CN(C)S(=O)(=O)c2cccc(F)c2)Oc2ncc(C#CC3(O)CCCC3)cc2C1=O,4
C[C@@H]1CN([C@@H](C)CO)S(=O)(=O)c2ccc(-c3ccc(C(=O)N(C)C)cc3)cc2O[C@H]1CN(C)C(=O)Nc1ccccc1F,-1
COc1ccccc1S(=O)(=O)N[C@H]1CC[C@H](CC(=O)N2CCCCC2)O[C@H]1CO,3
COc1ccc(S(=O)(=O)Nc2ccc3c(c2)CC(=O)N([C@H](C)CO)C[C@H](C)[C@H](CN(C)C(=O)NC(C)C)O3)cc1,0
C[C@H](CO)N1C[C@H](C)[C@H](CN(C)S(=O)(=O)c2ccccc2)Oc2ccc(NC(=O)C3CCCCC3)cc2CC1=O,0
O=C(CSc1nc2sc3c(c2c(=O)n1C1CCCCC1)CCCC3)Nc1ccccc1,-7
C/C=C/c1cnc2c(c1)C(=O)N([C@@H](C)CO)C[C@H](C)[C@H](CN(C)C(=O)c1cccc(F)c1)O2,14
C[C@@H]1CN([C@H](C)CO)C(=O)c2cc(C#CC3CC3)cnc2O[C@@H]1CN(C)Cc1ccccn1,6
C[C@@H]1CN([C@@H](C)CO)C(=O)c2cc(NS(=O)(=O)c3ccccc3)ccc2O[C@@H](C)CCCCO[C@H]1CN(C)C(=O)Nc1ccc(C(F)(F)F)cc1,-16
Cc1noc(C)c1NC(=O)N(C)C[C@@H]1Oc2c(NC(=O)Nc3ccc(F)cc3)cccc2C(=O)N([C@H](C)CO)C[C@H]1C,3
